ALOX15B inhib: inhibitors of human 15-lipoxygenase 2 (ALOX15B). purified 15hLO-2, xylenol orange hydroperoxide absorbance. Potency, µM (titrated, usually from 57.1 µM), inactives show at the top dose activity change, negative = inhibition, hits mostly inhibitors. actives 0.56% (n = 110,000); further: potency means the concentration at half of the fitted maximal effect; nearly all actives have a fitted effect of over 60% in size; many of its hits are not listed in these tables
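Purified human 15hLO-2 (50 nM) preincubated 15 min with compound, then 45 uM arachidonic acid for 90 min at RT in 25 mM Hepes pH 7.5, 0.01% Triton X-100. Hydroperoxide detected by Fe-xylenol orange; 573/405 nm absorbance ratio.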
IMPase inh: IMPase inhibition in cells; inhibition (IP1 accumulation), % at 46.1 µM; 120,000 tested, under 10 active; CHO-M1 cells, IP1 accumulation, HTRF TR-FRET ratio; active means well fitted curve in the direction sought with a large enough effect in the signal ratio, not every such curve was filed as active; inconclusive means small, poorly fitted or top-dose-only effect, or a change in a side signal; inactive means no such curve, though single readings can be large or run the other way; the % refers to the signal ratio;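 further: cells stimulated with carbachol in lithium chloride buffer; plate controls were DMSO basal wells for no effect and reference inhibitor wells for full effect; higher means more IMPase inhibition seen as more IP1 and lower FRET ratio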
Target sequence (P97697 whole entry, looked up): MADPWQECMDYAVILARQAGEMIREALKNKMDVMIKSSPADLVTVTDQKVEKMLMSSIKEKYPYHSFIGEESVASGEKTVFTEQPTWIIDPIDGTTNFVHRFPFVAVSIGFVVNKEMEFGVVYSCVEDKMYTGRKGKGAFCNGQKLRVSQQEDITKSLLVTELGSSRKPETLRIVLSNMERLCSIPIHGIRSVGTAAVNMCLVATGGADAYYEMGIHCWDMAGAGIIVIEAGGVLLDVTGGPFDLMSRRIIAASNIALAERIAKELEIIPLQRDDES
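CHO-M1 cells (CHO stably expressing M1 receptor), compound up to 46 uM final, stimulated with carbachol (50 uM as added) in buffer with 50mM LiCl, pH 7.4, 30 min at 37C. Cytosolic IP1 read by TR-FRET; AC50 from Hill fits.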
ALOX12 inhib: 12-hLO (ALOX12) enzyme inhibition; P18054; purified 12-hLO, xylenol orange hydroperoxide absorbance; Potency, µM (top dose mostly 57.1 µM), without a hit: top-dose activity change, negative = inhibition, actives largely listed as inhibitors; actives 0.12% (n = 150,000); AID 1452; further: potency means the concentration at half of the fitted maximal effect; nearly all actives have a fitted effect of over 55% in size; many of its hits are not listed in these tables
Target sequence (P18054 whole entry, looked up): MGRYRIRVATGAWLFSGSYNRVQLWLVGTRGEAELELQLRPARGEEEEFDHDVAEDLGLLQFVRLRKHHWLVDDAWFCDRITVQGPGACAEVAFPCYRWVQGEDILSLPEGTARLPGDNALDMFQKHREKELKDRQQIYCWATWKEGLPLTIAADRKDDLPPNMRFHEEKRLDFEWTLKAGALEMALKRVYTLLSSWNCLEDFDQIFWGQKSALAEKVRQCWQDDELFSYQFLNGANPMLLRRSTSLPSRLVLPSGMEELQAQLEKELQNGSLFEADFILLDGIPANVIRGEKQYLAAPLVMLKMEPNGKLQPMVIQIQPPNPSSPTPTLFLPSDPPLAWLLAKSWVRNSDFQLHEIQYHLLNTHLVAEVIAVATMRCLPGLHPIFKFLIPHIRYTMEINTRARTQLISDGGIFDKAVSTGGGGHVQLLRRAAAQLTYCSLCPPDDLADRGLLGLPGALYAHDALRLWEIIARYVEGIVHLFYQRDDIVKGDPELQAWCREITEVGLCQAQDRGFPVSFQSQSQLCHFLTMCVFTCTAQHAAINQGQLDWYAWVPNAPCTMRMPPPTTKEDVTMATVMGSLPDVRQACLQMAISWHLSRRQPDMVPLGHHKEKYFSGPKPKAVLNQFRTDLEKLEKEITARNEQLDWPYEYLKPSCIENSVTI
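Lipoxygenase turnover measured by absorbance at 573 and 405 nm after Fe-XO development. Human 12hLO 150 nM, arachidonate 40 uM, pH 7.0 Hepes buffer with detergent; 15 min compound preincubation, 30 min reaction.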
PNC assembly inh: inhibitors of perinucleolar compartment assembly | PC3M PTB-GFP, PNC prevalence imaging, 16 h; active compounds read low | activity change (PNC), negative = inhibition, % at 10 µM | actives 3.1% (n = 140,000);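 active means readout at or below -70, meaning at least 70% loss of cells showing the perinucleolar compartment, a nuclear body marking cancer cells; inconclusive means readout between -30 and a set limit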;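 further: plate controls were DMSO wells for no effect and camptothecin positive control wells for full effect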
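PC3M cells stably expressing PTB-GFP, 750–1000 cells/well, treated 16 h at 37 °C with compound (23 nl of library stock), in duplicate. After paraformaldehyde fixation and Hoechst stain, imaged at 20x; PNC prevalence scored by image analysis.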
* = called active by the depositor; u = inconclusive; x = not tested or not shown; [ ] = remark or other dose. Unless noted, the call rests on the fitted dose curve; in most records, active means well fitted curve in the direction sought with a large enough effect; inconclusive means small, poorly fitted or top-dose-only effect, or another doubt; inactive means no such curve, though single readings can be large; an effect the other way counts as inactive or inconclusive. Unless noted, on the % scale 0 is the no-effect control and ±100 the full control effect. No enrichment for hits; 3.1% or so of the library scored in one or more.

SMILES	ALOX15B inhib	IMPase inh	ALOX12 inhib	PNC assembly inh
C=CCn1c(SCc2nc3cc(C(F)(F)F)ccc3c(=O)[nH]2)nc2sc(CC)cc2c1=O	x	x	-5.1%	u
Cc1ccc(S(=O)(=O)Nc2cc(-c3nn(C)c(=O)c4ccccc34)ccc2N2CCOCC2)cc1	-13.2%	-0.8	-0.5%	u
CCOC(=O)c1sc(C)c2c(=O)n(CC)nnc12	1.6%	4.3	2.6%	u
Cc1nn(Cc2ccc(Cl)cc2)c(C)c1NC(=O)CSc1nc2c(c(C(F)(F)F)n1)CCc1ccccc1-2	-20.3%	u	6.3%	47.9
CCOC(=O)c1oc2ccc(CNC(C)(C)C)c(Cl)c2c1C	x	10.4	-11.1%	-118.9*
COCc1nnc(NC(=O)CSc2ccc(C)cc2)s1	-15.6%	-1.2	-9.0%	18.6
O=S(=O)(Nc1c(S(=O)(=O)c2ccccc2)c2nc3ccccc3nc2n1C1CCCCC1)c1ccccc1	x	x	-2.7%	50.9
Cn1c(CNC(=O)c2ccc(F)cc2)nc2ccccc21	7.7%	-8.1	1.6%	-29.0
COc1ccc(CNC(=O)Cn2nnc(-c3ccc(NC(=O)C4CCCCC4)cc3)n2)cc1	x	-10.5	-0.1%	-22.4
CCOC(=O)c1sc(NC(C)=O)nc1C	-4.9%	4.9	6.7%	-2.4
CCOC(=O)Cc1csc(NC(=S)NC(=O)c2cccc([N+](=O)[O-])c2)n1	x	x	-0.6%	0.3
CCOc1cc(/C=N/NC(=O)Cn2nc([N+](=O)[O-])cc2C)cc(Br)c1OCc1ccccc1C	-7.0%	-1.5	3.3%	-21.7
CCC(=O)Nc1cccc(C(=O)/C=C/c2ccccc2)c1	-4.3%	3.6	-5.6%	38.1
S=C(NCc1ccccc1)NCc1ccccc1	-16.8%	5.2	u	-21.5
Cc1ccc(O)c(C(=O)c2cnc3c(c2)c(C)nn3-c2ccccc2)c1	x	x	1.6%	u
COc1cc([N+](=O)[O-])ccc1NC(=S)NCc1ccccn1	x	-9.0	-5.1%	-9.7
COC(=O)CC1COc2ccccc2N1C(=O)c1ccc(OC)cc1 (stereo not drawn)	x	0.2	3.1%	2.1
CCN(CC)S(=O)(=O)c1ccc(NC(=O)c2ccc(Sc3nncn3C)c([N+](=O)[O-])c2)cc1	x	1.6	6.3%	-5.8
Cc1ccnc(N2CCC(C(=O)NNC(=O)c3ccccc3)CC2)n1	12.0%	0.7	1.8%	-5.2
O=C1CC(c2ccccc2)NC(=O)N1 (stereo not drawn)	-1.9%	-7.9	7.4%	-81.4*
O=C(N/N=C/c1ccncc1)C1C2CCCCCCC21 (stereo not drawn)	x	x	-0.5%	u
CCC(C)CCCCC(=O)N[C@@H](CCN)C(=O)N[C@H](C(=O)N[C@@H](CCN)C(=O)N[C@H]1CCNC(=O)C([C@@H](C)O)NC(=O)[C@@H](CCN)NC(=O)[C@H](CCN)NC(=O)[C@H](CC(C)C)NC(=O)[C@@H](CC(C)C)NC(=O)[C@H](CCN)NC1=O)[C@@H](C)O (stereo partly drawn)	117.0%[activator][0.0915 µM]	x	-13.1%[0.00818 µM]	x
CCOc1ccc(C(=O)N2CCN(c3cccc(C)c3C)CC2)cc1	8.0%	-1.9	-12.6%	u
Nc1ncn(C23CC4CC(CC(C4)C2)C3)n1	9.7%	4.9	11.4%	2.4
O=C(CN1CCCCCC1)Nc1ccc(Br)cc1	6.9%	0.8	-2.6%	-14.5

A draw from above in order of number of heavy atoms, descending.
SMILES	ALOX15B inhib	IMPase inh	ALOX12 inhib	PNC assembly inh
Cc1ccc(O)c(C(=O)c2cnc3c(c2)c(C)nn3-c2ccccc2)c1	x	x	1.6%	u
S=C(NCc1ccccc1)NCc1ccccc1	-16.8%	5.2	u	-21.5
CCOC(=O)c1sc(NC(C)=O)nc1C	-4.9%	4.9	6.7%	-2.4

Other entries:
SMILES	ALOX15B inhib	IMPase inh	ALOX12 inhib	PNC assembly inh
CC1CCN(c2ccc(C(=O)NCCc3ccccc3)cn2)CC1	-1.5%	3.6	-2.9%	27.0
O=C(N/N=C(/c1ccccc1)c1ccncc1)c1ccc2c(c1)OCO2	x	x	1.5%	15.0
Nc1nc(NCc2ccccc2)nc(-c2ccccc2)n1	-3.1%[11.4 µM]	4.2[1.84 µM]	0.5%	u
Cc1ccc(S(=O)(=O)N2CCC(=O)N([C@H](COCc3ccc(C(F)(F)F)cc3)Cc3ccccc3)CC2)cc1	1.1%[0.0915 µM]	x	2.6%[0.00818 µM]	x
Cc1c(C(=O)N2CCOCC2)oc2c1C(=O)CC(C)(C)C2	1.2%	4.3	1.7%	u
CCOc1ccccc1Nc1cc(C)nc2nc(C)nn12	x	-7.6	-1.6%	10.8
CCOc1cc(/C=N/NC(=O)CNc2cccc(C)c2)ccc1OC(=O)c1ccccc1	8.0%	24.8	8.2%	u
O=C(NC1CCCCC1)c1ccc2c(=O)n(CC3CCCO3)c(=O)[nH]c2c1 (stereo not drawn)	2.1%	-2.5	-6.0%	u
C=CCSCC(N)C(=O)O (stereo not drawn)	0.6%	x	-0.2%	x
O=C(CCN1C(=O)C2C3C=CC(C4CC34)C2C1=O)Oc1cccc2cccnc12 (stereo not drawn)	-2.2%	0.5	-23.6%	u
COc1ccc(CN2CCN(c3ccccn3)CC2)c(OC)c1	-3.0%	3.1	-8.4%	u
Cc1ccc(-c2nnc3ccc(SCC(=O)NCc4ccco4)nn23)cc1	-1.0%	0.9	0.3%	u
CN(C)C(CNC(=O)NC1CCCCC1)c1cccnc1 (stereo not drawn)	x	5.4	7.8%	63.0
COc1ccc2c(c1OC)C(=O)OC2Nc1ccccc1S(=O)(=O)C(F)F (stereo not drawn)	2.8%	4.5	2.6%	9.5
Cc1nc2nc(-c3cccnc3)[nH]n2c(=O)c1Cc1ccccc1	2.2%	5.2	1.3%	8.4
Cc1cc(C)c([N+](=O)[O-])cc1-c1ccc(/C=N/NC(=O)c2nonc2N)o1	-1.0%	-6.0	1.6%	6.0
C=CCSc1nnc(Cn2c(=O)sc3ccccc32)n1C	x	-13.0	5.4%	4.8
CCOC(=O)N1CCN(C(=O)c2ccc(N3C(=O)c4ccccc4C3=O)cc2)CC1	5.3%	11.3	2.2%	15.4
O=C(NCc1ccccc1)c1csc2c1CCCCC2	1.7%	10.8	-0.3%	-29.2
Cc1ccccc1-c1nnc(-c2ccc(Cl)cc2)o1	3.1%	-3.3	1.1%	68.3
CCC(C)NC(=O)c1cc(C)no1 (stereo not drawn)	0.6%	-3.8	1.0%	2.7
CCc1nc(-c2ccc(-c3ccc(OC)cc3)nc2OC)no1	x	1.6	-7.2%	11.6
CCCCOc1cccc(/C=N/NC(=O)c2csc(C)c2C)c1	5.4%	1.2	-3.5%	-9.9
CCOC(=O)N1CCC(Nc2c(NCCCN(CC)c3cccc(C)c3)c(=O)c2=O)CC1	-5.7%	14.8	-7.9%	-26.8
COc1ccc(NC(=O)N2CCCC3(CCN(C(=O)c4ccco4)CC3)C2)cc1	-2.1%	x	1.5%	x
The list goes on:
SMILES	ALOX15B inhib	IMPase inh	ALOX12 inhib	PNC assembly inh
O=c1cc(O)c(-c2ccccc2)c(Cl)[nH]1	-1.5%	5.5	5.5%	44.3
COC(=O)CSc1nc(-c2ccccc2)cc(-c2ccco2)c1C#N	u	-12.5	u	-16.5
Cc1ccc(C2N3CC4([N+](=O)[O-])CN2CC([N+](=O)[O-])(C3)C4(C)C)cc1 (stereo not drawn)	x	x	-0.1%	55.7
CCCOc1ccccc1NC(=O)c1ccc(N)cc1	-0.5%	-10.8	0.5%	48.6
CCCOc1ccc(NC(=O)CC2C(=O)N(C)C(=S)N2Cc2ccc3c(c2)OCO3)cc1 (stereo not drawn)	x	x	-6.6%	-134.0*
CN(C)/C=C/c1c(C#N)c(=O)ncn1Cc1ccccc1	7.2%	-0.2	-2.9%	-15.5
C=C(C)[C@H]1CC[C@]2(C(=O)O)CC[C@]3(C)[C@@H](CC[C@H]4[C@@]5(C)CC[C@@H](O)C(C)(C)[C@@H]5CC[C@@]43C)[C@H]12	11.4%[25.6 µM]	1.9[20.6 µM]	-3.2%[25.6 µM]	x
O=C(Nc1cccc(F)c1)N1CCC2(CC1)CCN(S(=O)(=O)c1ccccc1)CC2	-2.0%	x	1.2%	x
COc1cc(OC)cc(-c2cc3nc(C4CCN(C(=O)OC(C)(C)C)CC4)cc(=O)n3[nH]2)c1	-2.7%	-1.0	4.0%	u
COc1ccc(N(CC(=O)Nc2ccccc2C(=O)N2CCOCC2)S(=O)(=O)c2ccc(F)cc2)cc1	x	x	-1.3%	-5.0
CCOC(=O)c1ccc[n+](C(C)C(=O)c2ccc(-c3ccccc3)cc2)c1 (stereo not drawn)	x	x	4.7%	19.4
CSCCC(NC(=O)c1ccccc1)c1nc(-c2ccccc2)no1 (stereo not drawn)	-20.1%	13.0	-6.3%	39.1
CC(=O)NC(C)C(=O)OCc1ccc(Cl)cc1Cl (stereo not drawn)	4.3%	2.9	-4.1%	-17.6
CCOC(=O)c1sc(NC(=O)/C=C/c2cnn(C)c2C)c(C(=O)OC(C)C)c1C	-7.8%	-4.8	-2.0%	u
CCCS(=O)(=O)c1c(S(=O)(=O)CCC)c2c(N)cccn2c1C(=O)c1ccccc1	-23.1%	3.4	-14.8%	-8.2
O=C1CCCc2c1nn(-c1ccccc1)[n+]2[O-]	-2.6%	-0.8	3.1%	22.4
O=C(N/N=C/c1ccco1)C1CC1(c1ccccc1)c1ccccc1 (stereo not drawn)	x	-3.3	-7.4%	-23.3
CCCCN(C(=O)c1ccco1)c1nnc(-c2cc(OC)c(OC)c(OC)c2)s1	-4.6%	14.9	-7.7%	40.4
COc1ccccc1-n1nc(C(=O)NCc2ccco2)c2ccccc2c1=O	-7.8%	4.9	-2.0%	16.0
O=C1NCCCC1C(=O)Nc1ccccn1 (stereo not drawn)	15.9%	14.3	-0.5%	12.2
CCNC(=S)NCc1ccc(F)cc1	x	x	-0.9%	35.6
CCOC(=O)C1=C(C)OC(N)=C(C#N)C1c1cc(C)sc1C (stereo not drawn)	-7.3%	-1.9	-17.8%	17.5
CCCc1cc(C(=O)Cc2ccc(C(=O)OCC)o2)c(O)cc1O	u	7.1	u	8.4
Cc1ccc(NC(=O)CSCC(=O)N2c3ccccc3CCc3ccccc32)cc1	-9.0%	-0.6	-0.7%	4.8
CCC1=C(OC(=O)N(CC)CC)N2C(=O)OC(=NCC3CC3)[C@]2(Cc2ccccc2)[C@H]2C1=CC[C@H]1C(=O)N(C)C(=O)[C@H]12	-7.3%	x	-2.5%	x
Next part:
SMILES	ALOX15B inhib	IMPase inh	ALOX12 inhib	PNC assembly inh
Nc1ccccc1N	26.7%	x	6.3%	x
Cc1ccccc1NC(=S)N1CCN(Cc2ccccc2)CC1	x	x	0.1%	u
N#Cc1c(NC(=O)C2CC(c3c(F)cccc3Cl)=NO2)sc2c1CCC2 (stereo not drawn)	x	3.7	-3.5%	u
Cc1cc(F)ccc1S(=O)(=O)N1CCCOC1CNC(=O)C(=O)NCCc1c[nH]c2ccccc12 (stereo not drawn)	x	x	-4.7%	32.5
Cc1c(C(=O)C(=O)N2CC=C(c3ccccc3)CC2)c2ccccc2n1C	x	0.1	-0.7%	u
O=C1/C(=C/c2cccnc2)CCC/C1=C\c1cccnc1	x	x	0.1%	6.6
COc1ccc(C2CCCN2C(=O)Nc2ccccc2)cc1OC (stereo not drawn)	5.8%	2.4	-5.7%	36.5
Cc1cc(C)c2nc(-c3ccccn3)cc(C(=O)NCc3ccco3)c2c1	-8.0%	u	-17.9%	4.0

Single records (already shown):
O=C1/C(=C/c2cccnc2)CCC/C1=C\c1cccnc1 as listed: ALOX15B inhib = x; IMPase inh = x; ALOX12 inhib = 0.1%; PNC assembly inh = 6.6
Cc1ccccc1NC(=S)N1CCN(Cc2ccccc2)CC1 as listed: ALOX15B inhib = x; IMPase inh = x; ALOX12 inhib = 0.1%; PNC assembly inh = u

Source: PubChem (National Center for Advancing Translational Sciences (NCATS))
